CDK5 p35 inh – blocks human CDK5/p35 kinase activity. Recombinant CDK5/p35, ADP-Glo luminescence, 60 min. 0.01% of 330,000 active. inhibition, % at 10 µM. Q00535+Q15078;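 active means highest replicate inhibition of at least 50% and at least 75% of replicates reaching 50%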;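 further: plate controls were DMSO neutral control for no effect and GW8510 at 10 µM for full effect; many of its hits are not listed in these tables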
PvdQ acylase – P. aeruginosa PvdQ acylase inhibition; inhibition, % at 10 µM; 0.063% of 340,000 active; purified PvdQ acylase, fluorescence plate reader; in the data active means inhibition above about 30%, passing the limit was not always enough;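 further: 0% = vehicle neutral wells and 100% = reference inhibitor wells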
Rtt109 Vps75 – blocks Candida albicans Rtt109/Vps75 acetyltransferase activity; Q5AAJ8; purified Rtt109/Vps75, ThioGlo CoA-SH fluorescence, 4 h; inhibition, % at 34.9 µM; 0.16% of 330,000 active;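 active means inhibition of at least 50% in every replicate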
Target sequence (Q5AAJ8 whole entry, looked up): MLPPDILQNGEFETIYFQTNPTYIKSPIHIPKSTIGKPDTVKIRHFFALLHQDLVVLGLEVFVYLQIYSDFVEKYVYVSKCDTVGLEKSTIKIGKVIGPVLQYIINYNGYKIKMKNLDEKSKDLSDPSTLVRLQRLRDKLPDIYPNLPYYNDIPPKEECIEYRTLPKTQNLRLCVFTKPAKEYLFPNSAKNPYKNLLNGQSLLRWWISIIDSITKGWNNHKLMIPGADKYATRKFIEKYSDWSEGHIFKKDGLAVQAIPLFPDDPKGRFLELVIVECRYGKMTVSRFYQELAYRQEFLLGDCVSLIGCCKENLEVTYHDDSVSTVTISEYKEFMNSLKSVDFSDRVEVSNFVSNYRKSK
MITF act – MITF TRPM1 promoter activation in melanoma cells. SK-MEL-5 TRPM1-promoter luciferase, 24 h; % of positive control, neutral wells = 0. 0.75% of 300,000 active. activation, % at 12.5 µM;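 active means mean activation of at least 80% with every replicate also reaching 80%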;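 further: 0% = neutral control wells and 100% = parthenolide positive control wells; values of inactives mirror those of a sister screen read the other way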
SR-BI HDL uptake – mouse SR-BI HDL lipid transfer inhibition | ldlA[mSR-BI] CHO cells, DiI-HDL uptake fluorescence, 3 h | Q61009 | 0.96% of 320,000 active | AID 488896 | inhibition, % at 12.5 µM;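 active means mean replicate inhibition of at least 70% and a set share of replicates each scoring 70 or more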;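 further: 0% = median of neutral control wells and 100% = median of positive control wells; values of inactives mirror those of a sister screen read the other way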
Target sequence (Q61009 whole entry, looked up): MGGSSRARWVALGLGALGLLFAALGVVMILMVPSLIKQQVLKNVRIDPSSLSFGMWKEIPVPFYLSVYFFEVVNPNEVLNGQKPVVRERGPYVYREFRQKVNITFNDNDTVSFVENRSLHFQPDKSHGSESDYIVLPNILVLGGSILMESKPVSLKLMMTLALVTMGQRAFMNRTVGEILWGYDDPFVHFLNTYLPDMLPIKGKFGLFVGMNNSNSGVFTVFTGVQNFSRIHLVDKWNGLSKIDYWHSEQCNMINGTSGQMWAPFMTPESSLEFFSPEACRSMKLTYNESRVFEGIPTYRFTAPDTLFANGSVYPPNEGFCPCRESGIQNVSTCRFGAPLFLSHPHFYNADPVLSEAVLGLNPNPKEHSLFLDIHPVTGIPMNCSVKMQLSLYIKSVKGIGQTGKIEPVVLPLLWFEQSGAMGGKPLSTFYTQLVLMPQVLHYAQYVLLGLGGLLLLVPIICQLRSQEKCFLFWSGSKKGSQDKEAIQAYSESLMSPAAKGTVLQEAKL
cardiac RTF act – increases calcium sensitivity of human cardiac regulated thin filaments. 0.24% of 340,000 active. P19429+P45379. activation, % at 7.2 µM. IANBD-labeled TnC RTF fluorescence at EC20 calcium; 0% EC20 calcium, 100% full calcium. AID 493008;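 active means activation above the mean over all tested compounds plus 3 SD, cut at about 30% in these data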;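 further: rise in fluorescence read as greater calcium sensitivity of cardiac thin filaments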
dFosB activator – mouse delta FosB homodimer activation; P13346; purified delta FosB, TAMRA-CDK5 oligo fluorescence polarization; percent of positive-control signal above neutral wells; activation, % at 25 µM; 0.99% of 340,000 active;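 active means mean activation above about 17%, with every replicate also reaching it, limit read from the data, passing the limit was not always enough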;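 further: fluorescence polarization rise as delta FosB binds a TAMRA Cdk5 AP-1 oligo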
Wnt act – activators of Wnt/beta-catenin signaling | Wnt/beta-catenin reporter cell assay, activator, plate reader | activation, % at 9.35 µM | 1.2% of 300,000 active | AID 743398; in the data active means activation above about 30%, passing the limit was not always enough;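 further: 0% = neutral control wells and 100% = positive control wells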
SR-BI uptake up – enhances SR-BI lipid uptake from DiI-HDL | AID 504775 | CHO ldlA[mSR-BI] cells, DiI-HDL uptake fluorescence, 3 h; 100 = double the neutral-control signal | activation, % at 12.5 µM | 0.096% of 320,000 active;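 active means mean replicate activation of at least 60% and every replicate at or above 60%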;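 further: 0% = median plate neutral-control signal and 100% = twice that signal; values of inactives mirror those of a sister screen read the other way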
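Test system: SR-BI-overexpressing, LDLR-lacking CHO cells. Measured by: DiI fluorescence, bottom read. Medium: Ham's F12 with 0.5% BSA, HEPES 25 mM, pH 7.4. Timing: 3 h uptake period with compound, 37 °C.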
HTR5A ag – HTR5A agonism, opioid heterodimer counter-screen; HTR5A agonist assay, luminescence, cell-based; AID 504692; activation, % at 9.3 µM; 0.61% of 340,000 active; in the data active means activation mostly above about 9.5%, no sharp cut-off; inactive means mostly below about 7.6%;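 further: 0% = cells with vehicle only and 100% = reference agonist; strong numbers were not always called active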
Numbers without * were called inactive; · = not tested or not shown.

Second line of a record: CDK5 p35 inh	PvdQ acylase	Rtt109 Vps75	MITF act	SR-BI HDL uptake	cardiac RTF act	dFosB activator	Wnt act	SR-BI uptake up	HTR5A ag
CSCCC(NS(=O)(=O)c1ccc2c(c1)oc(=O)n2C)C(=O)NC1CCCCC1 (stereo not given)
  2.1	-7	-2	-4	-43	-2	1	-2	43	3
Cc1ccc(NC(=O)C(=O)NC(C)C2COc3ccccc3O2)cc1 (stereo not given)
  -0.2	-4	-10	11	-18	3	6	·	18	-3
COc1ccc(S(=O)(=O)N2CCN(S(=O)(=O)c3ccc(C(F)(F)F)cc3)CC2)cc1C
  -1.1	-12	-12	-9	-1	-7	2	-5	1	-1
Cc1cc(NCCCCCCCNc2cc(C)nc3cc([N+](=O)[O-])ccc23)c2ccc([N+](=O)[O-])cc2n1
  -1.7	-3	4	-64	13	-14	-6	-23	-13	5
CCNc1nc(SCCOc2ccc(Br)cc2)nc(N(C)C)n1
  -1.3	-9	-3	5	27	-6	-9	-4	-27	-1
Cc1cccc(C)c1N1CCN(S(=O)(=O)N2CCOCC2)CC1
  -6.5	-20	3	0	-7	3	-7	-3	7	4
Cc1cc(C(=O)CSc2nnc3c(Cl)cc(Cl)cn23)c(C)n1C
  0.5	-6	-6	·	-9	-5	-3	·	9	-2
COc1ccccc1NS(=O)(=O)c1ccc(C(=O)N2CCN(c3ccccc3)CC2)cc1
  -0.8	-3	8	-3	-14	1	-14	-1	14	-2
Cn1c2ccccc2c(=O)c2ccc(C#CC3(O)CCCCC3)cc21
  0.4	2	-6	-11	25	-5	-4	-5	-25	3
Cc1ccc(N2C(=O)c3cccc(Oc4ccc(Cl)cc4)c3C2=O)c(C)c1
  2.2	-5	-4	-3	17	-1	-12	-1	-17	-6

The list continues.
Second line of a record: CDK5 p35 inh	PvdQ acylase	Rtt109 Vps75	MITF act	SR-BI HDL uptake	cardiac RTF act	dFosB activator	Wnt act	SR-BI uptake up	HTR5A ag
Cn1c(=O)c(=O)n(C)c2cc(S(=O)(=O)N3CCCC3C(=O)NCc3cccnc3)ccc21 (stereo not given)
  1.5	-11	-2	4	41	-2	-4	1	-41	0
CCC(C)c1ccccc1NC(=O)c1[nH]c(C)c(C(C)=O)c1C (stereo not given)
  -0.6	-4	5	13	·	-4	-19	2	·	5
O=C(CCC(=O)NC1CCCCC1)N/N=C/c1ccncc1
  2.6	-16	0	-2	-34	3	0	-2	34	-4
O=Cc1ccc(-c2cc(Cl)ccc2Cl)[nH]1
  1.7	5	-7	-2	4	-2	4	-3	-4	0
O=C(O)c1c(-c2ccccc2)nnc2ccccc12
  -1.3	-8	-10	-6	-2	6	2	1	2	-5
CCCCOc1ccc(C(=O)Oc2cc(C)[nH]c(=O)c2[N+](=O)[O-])cc1
  -0.4	-9	-11	-5	-10	6	-8	4	10	1
Cc1ccccc1CC(=O)N1CCCC1
  1.8	10	-7	·	-1	-3	7	0	1	6
COC(=O)c1cc(=O)nc2sc(-c3ccc(F)cc3)nn12
  -2.0	-1	-2	10	-21	5	-11	·	21	3
CN(Cc1ccc(Cl)s1)C(=O)CNC(=O)CNC(=O)c1ccc(Cl)cc1Cl
  -6.5	-4	4	-4	1	0	-6	-2	-1	0
COc1ccc(NS(=O)(=O)c2cc3c(cc2C)N(C)CCO3)c(OC)c1
  1.2	-3	3	·	-4	2	-4	-2	4	-3

(cont.)
Second line of a record: CDK5 p35 inh	PvdQ acylase	Rtt109 Vps75	MITF act	SR-BI HDL uptake	cardiac RTF act	dFosB activator	Wnt act	SR-BI uptake up	HTR5A ag
CCOC(=O)C1(Cc2cccc(OC)c2)CCN(Cc2cccnc2)CC1
  3.2	0	0	-4	-5	3	-6	-1	5	1
CCOC(=O)CNC(=O)CSc1nc(C)cc(C)c1C#N
  -0.3	-10	-7	11	-22	2	-3	-2	22	2
CCOC(=O)C1(CCOc2ccccc2)CCN(Cc2cc(OC)c3c(c2)OCO3)CC1
  0.6	-11	5	-10	36	0	-12	-3	-36	0
Cc1ccc(S(=O)(=O)N(CCCO)CC(O)CON=C2c3ccccc3-c3ccccc32)cc1 (stereo not given)
  -2.8	-16	2	11	14	-1	-16	-2	-14	4
COc1ccc(S(=O)(=O)NCC(=O)NC2CC2)cc1OC
  0.7	8	7	6	-2	-6	-1	0	2	-1
Brc1cnc(N2CCOCC2)nc1N1CCCCC1
  0.1	-9	5	·	-3	-1	-3	·	3	-1
Nc1cn(C2OC(CO)C(O)C2O)c(=O)[nH]c1=O (stereo not given)
  1.6	-5	-6	3	-16	2	3	0	16	3
Nc1nc(Cn2nnc(-c3ccccc3Cl)n2)nc(N2CCOCC2)n1
  -0.7	-6	-2	3	-12	-1	-5	·	12	-8
Cn1nnc(NC(=S)NC(=O)c2ccc(-c3ccc(Br)cc3)o2)n1
  1.1	-13	-3	23	-18	-4	33*	49*	18	-4
CC(=O)Nc1ccc(NC(=O)CSc2nnc(-c3cccs3)n2C)cc1
  0.0	-5	-8	·	·	-3	-1	-1	·	7

(continued)
Second line of a record: CDK5 p35 inh	PvdQ acylase	Rtt109 Vps75	MITF act	SR-BI HDL uptake	cardiac RTF act	dFosB activator	Wnt act	SR-BI uptake up	HTR5A ag
CC(NC(=S)Nc1ccc(Cl)cc1)C(c1ccccc1)N1CCOCC1 (stereo not given)
  -1.2	-20	4	-10	2	-1	-15	·	-2	3
COc1cc(C(C2=C(O)CC(C)(C)CC2=O)C2C(=O)CC(C)(C)CC2=O)cc(OC)c1OC (stereo not given)
  -0.7	-8	1	4	-14	·	-6	0	14	·
COc1ccccc1CNC(=O)COC(=O)C1CCN(S(=O)(=O)c2ccccc2)CC1
  0.6	-3	3	-2	-36	9	-4	0	36	1
O=C(COC(=O)c1cnccn1)Nc1ccc2c(c1)OCO2
  -0.8	-2	22	-14	36	-2	0	·	-36	-3
O=C(c1ccc(Cn2cnnn2)cc1)N1CCCC(Nc2ccc(F)cc2)C1 (stereo not given)
  -1.1	16	21	4	11	3	-2	1	-11	2
O=C(Cc1cccc(NC(=O)C2CCN(C(=O)c3ccccc3)CC2)c1)Nc1cccc(C(=O)N2CCOCC2)c1
  0.0	-17	4	14	-15	2	3	-2	15	-3
COc1ccc(-c2cc(C(=O)NCC3CCCO3)c3ccccc3n2)cc1 (stereo not given)
  2.4	-12	3	3	63	-1	-16	17	-63	0
CCn1ncc(C2=NOC(C(=O)NCC(C)C)C2)c1C (stereo not given)
  -1.1	-14	-4	-3	-21	0	-1	4	21	14
Nc1nncn1C(=O)c1ccccc1Cl
  -1.7	-5	2	-7	-9	3	1	-1	9	4
COC(=O)c1c(NC(=O)c2ccccc2OC)sc(C(=O)N2CCOCC2)c1C
  1.5	-5	-9	0	20	-6	-21	-2	-20	1

Additional compounds.
Second line of a record: CDK5 p35 inh	PvdQ acylase	Rtt109 Vps75	MITF act	SR-BI HDL uptake	cardiac RTF act	dFosB activator	Wnt act	SR-BI uptake up	HTR5A ag
CCOc1ccc(C(=O)NCc2ccco2)cc1Cl
  1.2	-12	4	·	10	-8	4	1	-10	1
COc1cccc(CC2(CO)CCCN(Cc3[nH]c4ccc(C)cc4c3C)C2)c1 (stereo not given)
  0.1	-4	8	-8	-3	-3	1	-4	3	0
COc1cccc(C(=O)O/N=C(\N)Cc2ccc(Cl)cc2)c1
  -0.7	-15	-4	5	-31	-3	1	·	31	3
COc1cccc(NC(=O)C(c2ccccc2)N2CCN(c3ccccn3)CC2)c1 (stereo not given)
  6.0	5	1	-6	4	2	-3	-1	-4	1
O=C(Nc1ccc([N+](=O)[O-])cn1)C1CCCCC1
  0.3	13	-1	6	5	8	7	·	-5	-3
CC(C)C(C)(C#N)NC(=O)CSc1nncn1-c1ccccc1 (stereo not given)
  -8.9	-23	8	-14	-6	9	-12	-2	6	1
COc1ccc(CNC(=O)CSc2nc3nc(C)cc(C)n3n2)cc1
  -2.8	-3	-1	0	-20	3	2	-3	20	2
Cc1ccccc1C(=O)N1CCN(c2ccc([N+](=O)[O-])c(NCc3ccco3)c2)CC1
  2.6	-13	-15	3	59	3	-8	0	-59	1
O=C(/C=C/c1ccc(Cl)cc1)N1CCN(c2ccc([N+](=O)[O-])c(N3CCOCC3)c2)CC1
  -0.1	-11	4	-12	50	0	-2	-2	-50	3
COc1ccc(CNS(=O)(=O)NCc2ccc(C)cc2)cc1
  0.9	-5	-7	-12	-34	-1	-3	-1	34	2

Part of the list above, with bars between the fields.
SMILES | CDK5 p35 inh | PvdQ acylase | Rtt109 Vps75 | MITF act | SR-BI HDL uptake | cardiac RTF act | dFosB activator | Wnt act | SR-BI uptake up | HTR5A ag
CCn1ncc(C2=NOC(C(=O)NCC(C)C)C2)c1C (stereo not given) | -1.1 | -14 | -4 | -3 | -21 | 0 | -1 | 4 | 21 | 14
Nc1nncn1C(=O)c1ccccc1Cl | -1.7 | -5 | 2 | -7 | -9 | 3 | 1 | -1 | 9 | 4
COC(=O)c1c(NC(=O)c2ccccc2OC)sc(C(=O)N2CCOCC2)c1C | 1.5 | -5 | -9 | 0 | 20 | -6 | -21 | -2 | -20 | 1
CCOc1ccc(C(=O)NCc2ccco2)cc1Cl | 1.2 | -12 | 4 | · | 10 | -8 | 4 | 1 | -10 | 1
COc1cccc(CC2(CO)CCCN(Cc3[nH]c4ccc(C)cc4c3C)C2)c1 (stereo not given) | 0.1 | -4 | 8 | -8 | -3 | -3 | 1 | -4 | 3 | 0
COc1cccc(C(=O)O/N=C(\N)Cc2ccc(Cl)cc2)c1 | -0.7 | -15 | -4 | 5 | -31 | -3 | 1 | · | 31 | 3
COc1cccc(NC(=O)C(c2ccccc2)N2CCN(c3ccccn3)CC2)c1 (stereo not given) | 6.0 | 5 | 1 | -6 | 4 | 2 | -3 | -1 | -4 | 1
O=C(Nc1ccc([N+](=O)[O-])cn1)C1CCCCC1 | 0.3 | 13 | -1 | 6 | 5 | 8 | 7 | · | -5 | -3
CC(C)C(C)(C#N)NC(=O)CSc1nncn1-c1ccccc1 (stereo not given) | -8.9 | -23 | 8 | -14 | -6 | 9 | -12 | -2 | 6 | 1
COc1ccc(CNC(=O)CSc2nc3nc(C)cc(C)n3n2)cc1 | -2.8 | -3 | -1 | 0 | -20 | 3 | 2 | -3 | 20 | 2

From PubChem BioAssay
